# SENP1 FRET inh: blocks the human SENP1 SUMO protease catalytic domain | recombinant SENP1 catalytic domain, CyPet-SUMO1-YPet FRET cleavage | inhibition, % at 10 µM | hit rate 0.21% among 360,000 | AID 624204;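 active means inhibition at least 30% at 10 µM, raw YFP signal under a set limit, fluorescence ratio 0.5 to 1.5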;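 further: 0% = enzyme with DMSO and 100% = no enzyme wells; some results filed as inactive read as strong as hits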
# Target sequence (Q9P0U3 419-644 limits assumed): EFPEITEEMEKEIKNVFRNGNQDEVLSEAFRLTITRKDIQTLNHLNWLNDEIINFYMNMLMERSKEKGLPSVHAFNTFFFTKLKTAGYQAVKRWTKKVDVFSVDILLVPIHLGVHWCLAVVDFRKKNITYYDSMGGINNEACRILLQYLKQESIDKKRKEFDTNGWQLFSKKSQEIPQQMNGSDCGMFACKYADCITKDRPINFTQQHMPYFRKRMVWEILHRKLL
#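 Compound: 10 µM single point, 0.5% DMSO; Test system: hSENP1 catalytic domain, recombinant; Timing: 50 min reaction at room temperature; Technique: FRET, CFP and YFP emission; Control set: no-enzyme wells low, DMSO-plus-enzyme wells high control.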
# A3A deaminase: human APOBEC3A DNA deaminase inhibition. P31941. inhibition, % at 20 µM. recombinant A3A, FAM/TAMRA ssDNA deamination fluorescence. hit rate 0.41% among 330,000;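 active means at least 40% inhibition at 20 µM here, with at most 30% in a related deaminase screen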;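 further: plate controls were A3A with DMSO for no effect and wells lacking A3A enzyme for full effect; some results filed as inactive read as strong as hits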
# Target sequence (P31941 whole entry, looked up): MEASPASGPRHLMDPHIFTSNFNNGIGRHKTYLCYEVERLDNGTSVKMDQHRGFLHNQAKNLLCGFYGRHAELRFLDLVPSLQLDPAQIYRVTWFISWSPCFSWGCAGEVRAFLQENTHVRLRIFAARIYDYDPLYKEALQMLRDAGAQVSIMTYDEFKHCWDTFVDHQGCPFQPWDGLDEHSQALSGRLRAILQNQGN
# A3G deaminase: APOBEC3G (human) deaminase inhibition; recombinant A3G, ssDNA deamination FAM/TAMRA fluorescence; inhibition, % at 20 µM; hit rate 0.28% among 330,000; Q9HC16;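 active means inhibition of at least 40% at 20 µM, with no more than 30% in the related APOBEC3A deaminase screen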;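 further: plate controls were DMSO wells with A3G for no effect and wells lacking A3G enzyme for full effect; some compounds called inactive have numbers as strong as hits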
# An asterisk follows results filed as active; · = no result given.
SENP1 FRET inh	A3A deaminase	A3G deaminase	Compound
1.5	·	·	COc1ccc(OC)c(C=NN=Cc2cc(OC)ccc2OC)c1
-4.1	·	·	Nc1[nH]c(C(=O)c2ccccc2)c(-c2ccc(Cl)cc2)c1C(=O)NCc1ccccc1
-5.6	·	·	COC(=O)c1ccc(N2C(c3ccsc3)=Cc3cc4c(cc3C2CC(=O)c2ccco2)OCO4)cc1 (stereo not given)
0.9	·	·	CC(C)C[C@@H]1O[C@H](C(C)C)Cc2[nH][nH]c(=O)c21
1.3	·	·	CC1(C(=O)NS(=O)(=O)c2cccs2)CCN1C(=O)Cc1ccc(Cl)cc1Cl (stereo not given)
2.1	·	·	O=C(NCc1ccc(F)cc1)C1CCCN1S(=O)(=O)c1ccc(F)cc1 (stereo not given)
0.3	·	·	O=C(Nc1ccccc1)c1ccccc1Br
1.7	·	·	Cn1c(=O)c2c(ncn2CC(=O)OCC(=O)Nc2cccc(C#N)c2)n(C)c1=O
-1.2	·	·	CC(=O)Nc1ccc(Nc2cc(C)nc3c(-c4ccccc4)cnn23)cc1
-8.6	·	·	CCc1nc2c(OCCOC)cccn2c1N(C)C(=O)Nc1ccccc1OC
-6.5	·	·	COc1ccc(C(CNC(=O)C(C)(C)Oc2ccc(Cl)cc2)N2CCOCC2)cc1 (stereo not given)
3.1	·	·	COc1ccc(CNC(=O)c2ccc(CS(=O)(=O)c3ccc(OC)cc3)o2)cc1

# Next section, overlapping the part above by 7 compounds.
SENP1 FRET inh	A3A deaminase	A3G deaminase	Compound
2.1	·	·	O=C(NCc1ccc(F)cc1)C1CCCN1S(=O)(=O)c1ccc(F)cc1 (stereo not given)
0.3	·	·	O=C(Nc1ccccc1)c1ccccc1Br
1.7	·	·	Cn1c(=O)c2c(ncn2CC(=O)OCC(=O)Nc2cccc(C#N)c2)n(C)c1=O
-1.2	·	·	CC(=O)Nc1ccc(Nc2cc(C)nc3c(-c4ccccc4)cnn23)cc1
-8.6	·	·	CCc1nc2c(OCCOC)cccn2c1N(C)C(=O)Nc1ccccc1OC
-6.5	·	·	COc1ccc(C(CNC(=O)C(C)(C)Oc2ccc(Cl)cc2)N2CCOCC2)cc1 (stereo not given)
3.1	·	·	COc1ccc(CNC(=O)c2ccc(CS(=O)(=O)c3ccc(OC)cc3)o2)cc1
1.9	·	·	CC(=O)NCCNc1nc2cc(-c3cccc(Cl)c3)sc2c(=O)n1C
3.3	·	·	Cc1nc(C(F)(F)F)ccc1C(=O)N1CCCC1(C)C(=O)NCC(C)C (stereo not given)
2.0	·	·	N#Cc1ccc(NC(=S)NC(=O)C2CC2)cc1
-1.2	·	·	CC1(c2nc3ccccc3[nH]2)CCC(=O)N1Cc1cccs1 (stereo not given)
-8.4	·	·	N#Cc1ccc(-c2nc3c(Cl)cc(C(F)(F)F)cn3c2Cc2ccsc2)cc1
-0.5	·	·	CC(C)c1ccc(NC(=O)C2Cc3c(-c4ccco4)ccnc3O2)cc1 (stereo not given)
2.6	·	·	CN(Cc1ccccc1)C(=O)[C@@H]1CCCN1C(=O)[C@@H]1CCCN1C(=O)c1cccc(Cl)c1
-0.8	·	·	Nc1ccc(O)cc1C(=O)OCC(=O)c1ccc(C2CCCCC2)cc1
-23.9	·	·	CC(C)c1ccc(S(=O)(=O)N2CCN(C(=O)CCc3nc4ccccc4c(=O)[nH]3)CC2)cc1
-0.9	·	·	CCOc1ccc(-c2cc(C(=O)NCc3ccccc3)[nH]n2)c(C)c1
-4.8	·	·	CN(C)Cc1c(OC(=O)c2ccc(N)cc2)ccc2ccccc12
-6.7	·	·	OC[C@@H]1CN(Cc2cccc(C(F)(F)F)c2)C[C@H](n2cnc3c(NCc4ccncc4)ncnc32)O1

# Part of the list above in order of count of non-hydrogen atoms, smallest number first:
SENP1 FRET inh	A3A deaminase	A3G deaminase	Compound
-4.8	·	·	CN(C)Cc1c(OC(=O)c2ccc(N)cc2)ccc2ccccc12
-0.8	·	·	Nc1ccc(O)cc1C(=O)OCC(=O)c1ccc(C2CCCCC2)cc1
-8.4	·	·	N#Cc1ccc(-c2nc3c(Cl)cc(C(F)(F)F)cn3c2Cc2ccsc2)cc1

# More records follow:
SENP1 FRET inh	A3A deaminase	A3G deaminase	Compound
0.9	·	·	CC[C@]1(C(=O)OC)[C@H]2C(=O)N(C)C(=O)[C@H]2[C@H]2CN=C(SC)N21
3.2	·	·	OC(c1ccc(F)c(F)c1)c1nc(-c2csc3ccccc23)cs1 (stereo not given)
1.8	·	·	Cc1ccc(NC(=O)C2(C)CCN2C(=O)Cc2ccc(-c3ccccc3)cc2)cc1 (stereo not given)
-2.7	·	·	O=C(NCC1CCOCC1)c1ccc(-c2ccc(F)c(F)c2)c2ccoc12
-0.4	·	·	COc1ccc(C=NNc2nc3ccccc3s2)cc1
0.8	·	·	O=C(O)C1OC(C(=O)O)C(C(=O)O)C1C(=O)O (stereo not given)
2.8	·	·	COC1OC2COC(c3ccccc3)OC2C(=O)C1NC(=O)c1ccccc1 (stereo not given)
1.4	·	·	CC1(C(=O)Nc2cnc3ccccc3c2)CCN1Cc1ccccc1OC(F)F (stereo not given)
0.1	·	·	C[C@@H]1CN([C@@H](C)CO)C(=O)CCCn2nncc2CO[C@@H]1CN(C)C(=O)Cc1ccccc1
-41.7	·	·	CCc1nc2ccc(C(=O)Nc3ccc(C(=O)N(C)C)cc3)cn2c1N(C)CCCc1ccccc1
4.7	·	·	O=C(NCCCN1CCCC1=O)c1ccc2c(c1)NC(=O)C(N1CCOCC1)S2 (stereo not given)
0.5	·	·	CC(C)(C)OC(=O)N1CCc2onc(-c3ccc(Cl)cc3)c2C1=O
-7.4	·	·	O=c1[nH]c2cc(O)ccc2c2ccccc12
-0.2	·	·	CN(C)CCCN(C(=O)CCOc1ccccc1)c1nc2c(F)cccc2s1
-3.3	·	·	O=[N+]([O-])c1nccn1CC(O)CO (stereo not given)
-54.6	·	·	CC1=NOC(=O)/C1=C\c1ccc(-c2ccccc2Br)o1
3.7	·	·	O=C1C(Cl)=C(Nc2ccccc2)C(=O)c2ccccc21
2.4	·	·	COCCNC(=O)C1(C)CCCN(C(=O)c2cc(OC)c(OC)c(OC)c2)C1 (stereo not given)
0.1	·	·	Cc1cc(NS(=O)(=O)c2ccccc2)ccc1NS(=O)(=O)c1ccccc1
-57.1	·	·	COc1ccc(N2CCN(C(=O)CCCCCn3c(=S)[nH]c4ccc(N5CCOCC5)cc4c3=O)CC2)cc1
2.9	·	·	C#CCN(C[C@@H]1[C@@H](OC(=O)NCc2ccccc2F)[C@@H](OC(=O)NCc2ccccc2F)CN(C(=O)OC(C)C)N1C(=O)OC(C)C)S(=O)(=O)c1ccc(C)cc1
0.0	·	·	Cc1cccc(N(C)C(=O)c2cc3cc4ccc(C)cc4nc3o2)c1
-38.4	·	·	FC(F)(F)c1ccccc1Cc1c(C2CCCCC2)nc2c3ccccc3ccn12
0.7	·	·	CC(C)c1cccc(-c2csc(C(O)c3ccc(F)cc3)n2)c1 (stereo not given)

# Whole records, looked up by structure.
# CN(C)Cc1c(OC(=O)c2ccc(N)cc2)ccc2ccccc12 in the list: SENP1 FRET inh: -4.8; A3A deaminase: ·; A3G deaminase: ·
# O=C(O)C1OC(C(=O)O)C(C(=O)O)C1C(=O)O (stereo not given) in the list: SENP1 FRET inh: 0.8; A3A deaminase: ·; A3G deaminase: ·

# (continued)
SENP1 FRET inh	A3A deaminase	A3G deaminase	Compound
1.3	·	·	C=CCn1c(COc2cccc(C)c2)nnc1SCC(=O)c1c(N)n(C)c(=O)n(C)c1=O
1.2	·	·	CCNC(=O)C1(C)CCN(C(=O)c2cccnc2SC)C1 (stereo not given)
1.5	·	·	O=S(=O)(c1ccccc1)N1CCN(Cc2nnc(-c3ccccc3)o2)CC1
1.1	2.4	9.4	Cc1cc(C)[n+]2[nH]c(N)c(N=Nc3ccccc3)c2n1

# Screens deposited in PubChem BioAssay by Sanford-Burnham Center for Chemical Genomics.

# This is a subset; count on the stated rates, not on these rows.
